Bioassay records deposited in PubChem BioAssay by National Center for Advancing Translational Sciences (NCATS).
Anesthetic bind – qHTS Assay for Identification of Novel General Anesthetics. Potency, µM (titrated, usually from 77.5 µM), for inactives: at the highest dose activity change, negative = displacement, most hits filed as inhibitors. 350,000 compounds, 0.074% hits. AID 485281, 2010. apoferritin/1-aminoanthracene competitive binding, fluorescence. Ferritin light chain (Equus caballus), P02791; further: potency means the concentration at half of the fitted maximal effect; on the % scale 0 is the no-effect control and ±100 the full control effect; nearly all actives have a fitted effect of over 20% in size
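Horse-spleen apoferritin (10 uM) in 50% saturated 1-aminoanthracene in PBS was incubated 10 min at room temperature with compound. Fluorescence (ex 380, em 535 nm) was normalized to free and bound 1-AMA, with concentration-response fitted by a four-parameter Hill equation.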
TRHR enhancer – qHTS for Small Molecule Agonists and Allosteric Enhancers of Human TRH Receptor: Primary Screen for Enhancers; Thyrotropin-releasing hormone receptor (Homo sapiens), P34981; TRHR cells, fluo-8 calcium fluorescence, EC20 TRH enhancement; enhancement, % at 2 µM; 360,000 compounds, 0.66% hits; AID 493056, 2011; in the data active means enhancement above about 30%; further: 0% is about no effect
Target sequence (P34981 whole entry, looked up): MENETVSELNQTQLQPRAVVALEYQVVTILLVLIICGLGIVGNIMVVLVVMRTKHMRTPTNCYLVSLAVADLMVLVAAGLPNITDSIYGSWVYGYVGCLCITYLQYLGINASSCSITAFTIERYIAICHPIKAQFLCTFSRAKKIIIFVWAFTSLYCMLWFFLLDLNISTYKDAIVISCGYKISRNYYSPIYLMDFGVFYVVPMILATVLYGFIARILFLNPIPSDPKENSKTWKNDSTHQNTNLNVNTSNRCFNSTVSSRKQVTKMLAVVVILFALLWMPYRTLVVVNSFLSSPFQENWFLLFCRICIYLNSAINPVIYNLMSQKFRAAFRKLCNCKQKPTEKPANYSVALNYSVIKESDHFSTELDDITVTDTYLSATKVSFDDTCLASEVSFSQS
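TRHR-expressing cells loaded with fluo-8 calcium dye were read kinetically (ex 480/em 530) during compound addition, then stimulated with an EC20 of TRH (10 nM final). Enhancement of the Gq-mediated intracellular calcium response was scored.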
TRHR agonist – qHTS for Small Molecule Agonists and Allosteric Enhancers of Human TRH Receptor: Primary Screen for Agonists | activation, % at 2 µM | 360,000 compounds, 0.18% hits | TRHR cells, calcium flux fluo-8, FDSS agonist mode | Thyrotropin-releasing hormone receptor (Homo sapiens), P34981 | AID 493084, 2011; in the data active means activation above about 30%; further: 0% is about no effect
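Agonist-mode FDSS calcium read (Ex 480/Em 530, 1 s cycles) in 1536-well TRHR cells with fluo-8 dye, after 10-cycle baseline and 23 nL compound addition; TRH at EC20 (10 nM final) added afterwards for the enhancer phase.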
RXFP1 antagonist – qHTS Assay for Antagonists of the Relaxin Receptor RXFP1. HEK293-RXFP1, relaxin-stimulated cAMP HTRF, 30 min; hits give low values. activity change, negative = inhibition, % at 57.5 µM. Relaxin receptor 1 (Homo sapiens), Q9HBX9. 350,000 compounds, 0.59% hits. AID 1259400, 2018;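 active means activity change of -60% or lower, but not beyond a set lower limit; inconclusive means change between -60% and -40%, or beyond the set limit; inactive means change above -40%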; further: on the % scale 0 is the no-effect control and ±100 the full control effect
RXFP1 agonist – qHTS Assay for Agonists of the Relaxin Receptor RXFP1 | Relaxin receptor 1 (Homo sapiens), Q9HBX9 | HEK293T-RXFP1 cAMP TR-FRET, 30 min; response scale: percent of porcine relaxin response, buffer zero | Potency, µM (series often up to 57.5 µM), for the others: at the highest dose activation, most hits filed as activators | 370,000 compounds, 0.3% hits | AID 2676, 2010; further: potency means the concentration at half of the fitted maximal effect; on the % scale 0 is the no-effect control and ±100 the full control effect; nearly all actives have a fitted effect of over 60% in size; many of its hits are not listed in these tables
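Agonist response is measured as cAMP accumulation in an RXFP1-transfected HEK293T line under PDE4 inhibition. Values are scaled between buffer-only and 29 nM porcine relaxin, and EC50s come from standard Hill equation fits.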
D1 antagonist – Antagonist of Human D 1 Dopamine Receptor: qHTS; 360,000 compounds, 3.2% hits; D(1A) dopamine receptor (Homo sapiens), P21728; activity change, negative = inhibition, % at 10 µM; HEK293 TREx D1 cells, calcium flux, dopamine EC80; hits give low values; in the data active means activity change below about -30%; further: on the % scale 0 is the no-effect control and ±100 the full control effect
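Inducible Hek293 Trex D1 cells (tetracycline, overnight, 30 C). Calcium dye 30–90 min RT. Antagonist mode: EC80 dopamine added after 180 s compound read.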
D2 PAM – HTS Assay for Positive Allosteric Modulators of the Human D2 Dopamine Receptor: Primary Screen for Potentiators; D(2) dopamine receptor (Homo sapiens), P14416; HEK293 T-REx D2, calcium flux, EC20 dopamine potentiation; potentiation, % at 10 µM; 340,000 compounds, 0.34% hits; AID 485347, 2010;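 active means potentiation over 3 SD above the plate norm, cut at about 30% in these data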; further: 0% is about no effect
Target sequence (P14416 whole entry, looked up): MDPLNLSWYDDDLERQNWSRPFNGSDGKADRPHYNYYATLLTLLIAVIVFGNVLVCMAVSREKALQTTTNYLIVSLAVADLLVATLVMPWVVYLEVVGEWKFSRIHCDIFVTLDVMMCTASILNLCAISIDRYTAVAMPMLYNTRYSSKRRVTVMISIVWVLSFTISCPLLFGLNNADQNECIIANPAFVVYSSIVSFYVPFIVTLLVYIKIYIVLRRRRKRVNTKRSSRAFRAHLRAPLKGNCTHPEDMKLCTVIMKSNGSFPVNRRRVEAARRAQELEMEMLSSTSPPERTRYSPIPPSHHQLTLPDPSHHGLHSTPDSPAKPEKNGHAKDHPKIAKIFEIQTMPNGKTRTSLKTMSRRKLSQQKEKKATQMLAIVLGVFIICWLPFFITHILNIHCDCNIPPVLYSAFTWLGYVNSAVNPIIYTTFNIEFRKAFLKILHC
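Calcium flux readout, no-wash dye, 1 read/s. Inducible HEK293 Trex D2 line, overnight 30 C. Compound alone 180 s (agonist flags), then EC20 dopamine, another 180 s to score potentiation.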
D1 potentiator – Potentiators of Human D1 Dopamine Receptor: qHTS; HEK293 TREx D1 cells, calcium flux, dopamine EC20 potentiation; potentiation, % at 10 µM; 360,000 compounds, 0.036% hits; AID 504651, 2011; in the data active means potentiation above about 30%; further: 0% is about no effect
D1 agonist – Allosteric Agonists of the Human D1 Dopamine Receptor: qHTS. activation, % at 2 µM. 360,000 compounds, 1% hits. AID 504660, 2011. HEK293 T-REx D1 cells, calcium flux, agonist mode. D(1A) dopamine receptor (Homo sapiens), P21728; in the data active means activation above about 30%; further: 0% is about no effect
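Inducible HEK293 T-REx D1 cells, force-coupled to calcium signalling, were plated at 4000 cells/well with tetracycline and held overnight at 30 C. After no-wash calcium dye loading, compound-evoked calcium rise over 180 s flagged agonists.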
* = called active by the depositor; ? = inconclusive; . = not tested or not shown; & = joins results of further samples; [ ] = remark or other dose. Unless noted, the call rests on the fitted dose curve; in most records, active means well fitted curve in the direction sought with a large enough effect; inconclusive means small, poorly fitted or top-dose-only effect, or another doubt; inactive means no such curve, though single readings can be large; an effect the other way counts as inactive or inconclusive. Not all compounds are listed; the hit share may differ from the screen's.

no. | Structure | Anesthetic bind | TRHR enhancer | TRHR agonist | RXFP1 antagonist | RXFP1 agonist
1 | c1ccc2c(c1)c1ccccc1n2CN1CCOCC1 | 6% | 1 | -0.2 | 8 | -0.3%
2 | Cc1ccc(NC(=O)CN2C(=O)/C(=C\c3cccs3)SC2=S)cc1 | -6% | 22 | -0.4 | 9 | 0.4%
3 | COc1ccccc1NCC(=O)NNC(C)C(=O)Nc1cccc(Cl)c1 (stereo unspecified) | -16% | -2 | -0.1 | -2 | -0.9%
4 | CCCCN(C(=O)NC(=O)Nc1cc(C)ccc1C)S(C)(=O)=O | -11% | 5 | -0.5 | -23 | 0.7%
5 | COC(=O)c1ccccc1N/C=C1\CCc2c(c(C)nn2-c2ccccn2)C1=O | -4% | -15 | 0.0 | -3 | 0.4%
6 | CC(CN1CCN(c2ccccc2)CC1)c1ccccc1 (stereo unspecified) | -14% | 1 | -0.6 | -19 | 0.4%
7 | Cc1cccc(NC(=O)CCc2c(C)nc3ncnn3c2C)n1 | -5% | 0 | -0.1 | -3 | 5.9%
8 | CCOc1ccc(NC(=O)c2oc3ccccc3c2NC(=O)c2c(F)cccc2F)cc1 | ? | -1 | -1.7 | . | 3.4%
9 | O=C(NCc1ccc(N2CCCC2=O)cc1)c1cnccn1 | -7% | -9 | 0.4 | -9 | 2.3%
10 | CCOC(=O)c1nnn(-c2nonc2-n2cccc2)c1CN1CCC(C(=O)OCC)CC1 | ? | 3 | 1.2 | -9 | 3.3%
11 | N#CCCNc1c(Cl)cc(Cl)cc1C(=O)O | 1% | 1 | 0.5 | -6 | 3.0%
12 | CC1=CC(C)C2(CO)COC(c3cccnc3)C1C2C (stereo unspecified) | -2% | -2 | -0.6 | 8 | -0.2%
13 | Cc1nc(SCc2cccc(F)c2)c2oc3ccccc3c2n1 | 6% | -4 | 1.3 | -5 | ?
14 | COc1ccccc1CNC(=O)CCS(=O)(=O)c1cccc2nonc12 | -7% | 11 | -0.9 | -1 | -0.2%
15 | Cc1ccccc1OCc1n(CC(=O)OC2CC(C)CCC2C(C)C)c2ccccc2[n+]1C (stereo unspecified) | ? | -1&-3 | 0.2&-0.4 | ? | 3.6%&4.2%

no. | D1 antagonist | D2 PAM | D1 potentiator | D1 agonist
1 | 0 | -2 | -2 | 0
2 | 8 | -5 | -4 | 2
3 | 5 | 20 | -5 | 3
4 | -4 | 7 | 2 | 12
5 | -3 | -8 | -1 | 2
6 | -59* | -2 | -15 | 22
7 | 8 | -1 | -1 | 0
8 | -19 | 6 | -4 | 8
9 | 4 | 5 | 1 | 2
10 | 23 | 3 | -2 | 13
11 | 7 | -5 | 1 | 2
12 | -19 | -5 | -5 | 5
13 | -28 | 4 | -2 | 12
14 | -3 | 10 | 2 | 0
15 | 0&4 | -6 | -5&-7 | 11&6

From no. 7 up to 15, copied from above:
no. | Structure | Anesthetic bind | TRHR enhancer | TRHR agonist | RXFP1 antagonist | RXFP1 agonist
7 | Cc1cccc(NC(=O)CCc2c(C)nc3ncnn3c2C)n1 | -5% | 0 | -0.1 | -3 | 5.9%
8 | CCOc1ccc(NC(=O)c2oc3ccccc3c2NC(=O)c2c(F)cccc2F)cc1 | ? | -1 | -1.7 | . | 3.4%
9 | O=C(NCc1ccc(N2CCCC2=O)cc1)c1cnccn1 | -7% | -9 | 0.4 | -9 | 2.3%
10 | CCOC(=O)c1nnn(-c2nonc2-n2cccc2)c1CN1CCC(C(=O)OCC)CC1 | ? | 3 | 1.2 | -9 | 3.3%
11 | N#CCCNc1c(Cl)cc(Cl)cc1C(=O)O | 1% | 1 | 0.5 | -6 | 3.0%
12 | CC1=CC(C)C2(CO)COC(c3cccnc3)C1C2C (stereo unspecified) | -2% | -2 | -0.6 | 8 | -0.2%
13 | Cc1nc(SCc2cccc(F)c2)c2oc3ccccc3c2n1 | 6% | -4 | 1.3 | -5 | ?
14 | COc1ccccc1CNC(=O)CCS(=O)(=O)c1cccc2nonc12 | -7% | 11 | -0.9 | -1 | -0.2%
15 | Cc1ccccc1OCc1n(CC(=O)OC2CC(C)CCC2C(C)C)c2ccccc2[n+]1C (stereo unspecified) | ? | -1&-3 | 0.2&-0.4 | ? | 3.6%&4.2%

no. | D1 antagonist | D2 PAM | D1 potentiator | D1 agonist
7 | 8 | -1 | -1 | 0
8 | -19 | 6 | -4 | 8
9 | 4 | 5 | 1 | 2
10 | 23 | 3 | -2 | 13
11 | 7 | -5 | 1 | 2
12 | -19 | -5 | -5 | 5
13 | -28 | 4 | -2 | 12
14 | -3 | 10 | 2 | 0
15 | 0&4 | -6 | -5&-7 | 11&6

Only RXFP1 agonist and TRHR agonist, for 2 of the compounds above:
entry	structure	RXFP1 agonist	TRHR agonist
9	O=C(NCc1ccc(N2CCCC2=O)cc1)c1cnccn1	2.3%	0.4
10	CCOC(=O)c1nnn(-c2nonc2-n2cccc2)c1CN1CCC(C(=O)OCC)CC1	3.3%	1.2

The listing continues:
no. | Structure | Anesthetic bind | TRHR enhancer | TRHR agonist | RXFP1 antagonist | RXFP1 agonist
16 | COc1ccccc1C(=O)Nc1nnc(CCc2ccccc2)s1 | -21% | -4 | 0.4 | 10 | -1.1%
17 | Cc1nc2ccccc2n1C1CCN(C(=O)Nc2ccccc2)CC1 | -4% | 2 | 0.2 | 8 | -0.8%
18 | NC(=O)C1CCN(c2nc(-c3cccnc3)cs2)CC1 | . | 3 | 0.6 | . | 2.6%
19 | CC(=O)c1ccc(NC(=O)c2sc(-n3nc(C)c(CCC(C)C)c3C)nc2C)cc1 | 4% | 9 | -1.1 | -12 | -1.6%
20 | CCn1c(SCc2ccc(C)cc2)nnc1-c1cnccn1 | -17% | -3 | -0.1 | -1 | -0.5%
21 | CC(C)=CC(=O)NCCc1ccccc1 | -14% | 2 | 0.5 | -13 | -0.2%
22 | CCCCn1c(=O)n(CC(=O)Nc2ccc(OC)c(Cl)c2)c(=O)c2c1nc(CO)n2CCC | -7% | -6 | -0.3 | 10 | 1.5%
23 | COc1cccc(C(=O)NCC(c2ccc3c(c2)OCO3)N2CCN(c3ccc(F)cc3)CC2)c1 (stereo unspecified) | . | 2 | -0.5 | -25 | -1.1%
24 | Cc1ccccc1C(=O)Nc1nnc(S(=O)(=O)N(C)c2ccc(Cl)cc2)s1 | 44%[activator] | 11 | -0.1 | -9 | 9.0%
25 | Cc1ccc(S(=O)CCNC(=O)Cc2ccccc2)cc1 (stereo unspecified) | -8% | -5 | 0.1 | 13 | -0.8%
26 | CCCCOc1ccc(N(CC(=O)NCC2CCCO2)C(=O)CCC(=O)Nc2nccs2)cc1 (stereo unspecified) | -5% | 0 | 1.1 | -9 | -1.2%
27 | COc1ccc2c(c1)-c1nc(NC(=O)c3ccc(C)cc3)sc1CC2 | 65%[activator] | 4 | 0.2 | -12 | 3.9%

no. | D1 antagonist | D2 PAM | D1 potentiator | D1 agonist
16 | -17 | -1 | -6 | 3
17 | -8 | 0 | 10 | 3
18 | 5 | . | 8 | 4
19 | 1 | 11 | 1 | -2
20 | -10 | -9 | -2 | 1
21 | -27 | 5 | 3 | 2
22 | -1 | 1 | 1 | 3
23 | 27 | -12 | 3 | 1
24 | -3 | -6 | 0 | -1
25 | 20 | 3 | 2 | 2
26 | -6 | -5 | -8 | 0
27 | -9 | 9 | 2 | 5
